# Bioassay records from PubChem.
# ELG1 genotox: induces genotoxicity in HEK293T cells with luciferase-tagged ELG1; HEK293T ELG1-luciferase reporter, luminescence, 16 h; Potency, µM (titrated, usually from 46 µM), for the others: at the highest dose activity change, positive = activation, actives largely listed as activators; hit rate 1.3% among 330,000; AID 504466; further: potency means the concentration at half of the fitted maximal effect; % of control where 0% means no effect; nearly all actives have a fitted effect of over 60% in size
#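 ELG1-luciferase HEK293T cells, 2,000/well; compound pinned in; 16 hr, 37 °C, 5% CO2; ONE-Glo, 30 min RT; luminescence on CCD imager.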
# p53 reactivator: mutant p53 re-activation in reporter cells. AID 504706. Potency, µM (top dose mostly 92.2 µM), for the others: top-dose activity change, positive = activation, usual class: activators. hit rate 0.063% among 320,000. H1299 p53-A138V BP100-luciferase reporter, luminescence, 24 h; further: potency means the concentration at half of the fitted maximal effect; % of control where 0% means no effect; nearly all actives have a fitted effect of over 45% in size
#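 p53-null H1299 cells stably carrying temperature-sensitive p53-A138V and a BP100-luciferase reporter were pinned with compounds (4-point, 1:5 series) and held 24 hrs at 37 deg C. Luminescence was read 10 min after detection reagent.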
# BRCA1 expr act: activators of BRCA1 expression; MCF7-BRCA1-FFLuc reporter, luminescence, 48 h; response scale: scaled: vehicle 0%, 10 µM genistein 100%; Potency, µM (series often up to 46.1 µM), without a hit: top-dose activation, actives largely listed as activators; hit rate 1.1% among 380,000; AID 624202; further: potency means the concentration at half of the fitted maximal effect; nearly all actives have a fitted effect of over 80% in size; some results filed as inactive show a strong effect at the top dose
#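 Luminescence from a BRCA1-driven firefly luciferase in MCF7 cells was the read-out, taken 15 min after substrate addition following 48 h compound exposure at 37 °C. Data were normalized to a 10 microM genistein control and DMSO vehicle.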
# Eya2 phos inh: blocks the phosphatase activity of human Eya2 | O00167 | recombinant Eya2, OMFP fluorescence dephosphorylation (OMFP is methylfluorescein phosphate) | Potency, µM (top dose mostly 76.9 µM), for inactives: at the top dose activity, negative = inhibition, hits mostly inhibitors | hit rate 0.006% among 330,000 | AID 488837; further: potency means the concentration at half of the fitted maximal effect; on the % scale 0 is the no-effect control and ±100 the full control effect
#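 Eya2 protein (added as 0.2 uM solution) was preincubated with compound for 10 min at ambient temperature in 50 mM HEPES pH 7.5, 50 mM NaCl, 5 uM MgCl2, 0.05% BSA, 1 mM DTT. OMFP (added at 50 uM) then reacted 10 min; fluorescence read at 485/525 nm.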
# TRPV1 agonist: activates the human vanilloid receptor TRPV1; TRPV1-expressing cells, Fluo-8 calcium influx, agonist mode; hit rate 0.19% among 320,000; AID 540275; Q8NER1; activation, % at 8.33 µM; in the data active means activation above about 80%; inconclusive means between about 30% and that limit; further: 0% is about no effect
#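 Fluo-8 calcium influx in TRPV1-expressing cells, kinetic read (ex 480/em 520 nm). Compound added and read 3 min for agonist activity, followed by capsaicin at EC20 final and 2 min further read for enhancement.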
# B2AR arrestin: agonists driving beta-arrestin recruitment to human beta2-adrenergic receptor; AID 492947; beta-arrestin recruitment to beta2AR, cell-based reporter; Potency, µM (series often up to 46.1 µM), for inactives: top-dose activation, most hits filed as activators; hit rate 0.02% among 330,000; P07550;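 further: potency means the concentration at half of the fitted maximal effect; 0% = DMSO controls and full agonism = EC100 isoproterenol or metaproterenol; nearly all actives have a fitted effect of over 65% in size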
# Target sequence (P07550 whole entry, looked up): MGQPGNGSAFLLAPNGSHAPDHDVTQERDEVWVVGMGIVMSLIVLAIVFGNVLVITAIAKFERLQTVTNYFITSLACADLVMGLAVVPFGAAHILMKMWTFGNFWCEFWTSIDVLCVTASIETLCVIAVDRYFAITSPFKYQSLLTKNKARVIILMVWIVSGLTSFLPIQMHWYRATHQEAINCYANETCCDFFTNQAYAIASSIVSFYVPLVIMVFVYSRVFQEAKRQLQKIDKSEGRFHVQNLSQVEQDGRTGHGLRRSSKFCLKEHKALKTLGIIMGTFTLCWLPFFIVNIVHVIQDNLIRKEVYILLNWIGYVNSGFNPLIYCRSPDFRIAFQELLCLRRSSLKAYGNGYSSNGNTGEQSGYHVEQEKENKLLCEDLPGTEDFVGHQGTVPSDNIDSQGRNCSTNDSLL
# a7 integrin act: integrin-mediated muscular dystrophy alleviation activation. alpha7betagal myoblasts, beta-gal FDG fluorescence, 48 h. Potency, µM (series often up to 38.3 µM), for the others: at the top dose activation, usual class: activators. hit rate 0.064% among 350,000. AID 624291;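 further: potency means the concentration at half of the fitted maximal effect; 100% = response of the positive control SU9516; nearly all actives have a fitted effect of over 60% in size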
#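 Alpha7betagal+/- myoblasts (passage 13) were plated 16-24 hr, then exposed to compounds (1:260 dilution of DMSO stock) for 48 hours at 37C. After MPER lysis, β-galactosidase reporter activity was read as FDG fluorescence (ex 480/em 540) after 30 minutes.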
# S-ASM inh: blocks human secretory acid sphingomyelinase; hit rate 0.006% among 340,000; Potency, µM (titrated, usually from 57.5 µM), for the others: at the highest dose activity change, negative = inhibition, usual class: inhibitors; placental ASM, HMU-PC fluorogenic substrate, 60 min; AID 504937; P17405; further: potency means the concentration at half of the fitted maximal effect
#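 Human placenta-derived ASM preincubated with compound 10 min at room temperature, then reacted with 9 uM (final) fluorogenic HMU-PC substrate for 60 min at 37 C. Stop solution raises pH to 10; fluorescence read at Ex 386/Em 447 nm.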
# USP2a inh: blocks human ubiquitin-specific protease USP2a; hit rate 0.01% among 330,000; Potency, µM (series often up to 38.3 µM), without a hit: at the top dose activity change, negative = inhibition, most hits filed as inhibitors; AID 463254; USP2 core, Ub-CHOP2 coupled fluorogenic reporter, 485/531;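 further: potency means the concentration at half of the fitted maximal effect; plate controls were DMSO wells for no effect and full inhibition by NEM control for full effect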
# Target sequence (O75604 whole entry, looked up): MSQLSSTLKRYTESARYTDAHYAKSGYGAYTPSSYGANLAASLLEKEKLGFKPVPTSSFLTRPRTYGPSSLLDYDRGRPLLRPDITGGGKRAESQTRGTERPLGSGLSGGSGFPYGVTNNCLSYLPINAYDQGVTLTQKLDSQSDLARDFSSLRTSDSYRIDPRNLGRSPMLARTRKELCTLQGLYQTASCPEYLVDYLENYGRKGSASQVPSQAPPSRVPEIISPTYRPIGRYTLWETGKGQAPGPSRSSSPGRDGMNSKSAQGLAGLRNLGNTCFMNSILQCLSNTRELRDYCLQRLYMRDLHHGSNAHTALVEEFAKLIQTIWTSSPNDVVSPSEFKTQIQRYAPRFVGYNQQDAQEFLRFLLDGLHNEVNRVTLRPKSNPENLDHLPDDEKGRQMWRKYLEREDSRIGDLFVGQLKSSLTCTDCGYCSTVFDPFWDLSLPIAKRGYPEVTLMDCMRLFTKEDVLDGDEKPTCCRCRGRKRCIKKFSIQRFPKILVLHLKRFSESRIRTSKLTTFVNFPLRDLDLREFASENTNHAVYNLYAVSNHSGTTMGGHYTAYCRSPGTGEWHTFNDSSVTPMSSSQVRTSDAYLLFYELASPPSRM
#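 USP2 core (10nM final) preincubated 30min RT with compound in 20mM Tris-HCl pH 8.0, 2mM CaCl2, 2mM beta-mercaptoethanol, 0.05% CHAPS; 25nM Ub-CHOP2 plus 25nM reporter substrate added, fluorescence (Ex485/Em531) read after 60min.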
# TSG101-PTAP inh: blocks PTAP/TSG101 interaction to inhibit HIV-1 budding. 340,000 tested, under 10 active. Fluorescence polarization, FITC-PTAP peptide / Tsg101 binding. Potency, µM (top dose mostly 115 µM), without a hit: top-dose activity change, negative = inhibition, hits mostly inhibitors. Q99816. AID 493005; active means well fitted inhibition curve with a large enough effect in the main read-out, with a control signal flat, not every such curve was filed as active; inconclusive means small, poorly fitted or top-dose-only effect, or effect the other way, or a change in a side signal; inactive means no such curve, though single readings can be large or run the other way; further: potency means the concentration at half of the fitted maximal effect; % of control where 0% means no effect
#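 Tsg101 binding domain (10 uM final) was mixed with compound and a FITC-labeled PTAP peptide (50 nM final) in HEPES pH 7.5 buffer with NaCl, Tween 20, EDTA and TCEP; fluorescence polarization was read after 20 min at r.t.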
# uPA surface inh: cell surface uPA generation inhibition; cell surface uPA generation assay, qHTS; Potency, µM (series often up to 38.3 µM), without a hit: at the highest dose activity change, negative = inhibition, actives largely listed as inhibitors; hit rate 0.31% among 330,000; AID 540303; active means well fitted inhibition curve with a large enough effect; inconclusive means small, poorly fitted or top-dose-only effect; inactive means no such curve, though single readings can be large or run the other way; tested in mouse RAW 264.7 cells; further: potency means the concentration at half of the fitted maximal effect; on the % scale 0 is the no-effect control and ±100 the full control effect; nearly all actives have a fitted effect of over 55% in size
# An asterisk follows results filed as active; ? = inconclusive; nt = no result given; [ ] = dose if it differs, or a comment. Unless noted, the call rests on the fitted dose curve; in most records, active means well fitted curve in the direction sought with a large enough effect; inconclusive means small, poorly fitted or top-dose-only effect, or another doubt; inactive means no such curve, though single readings can be large; an effect the other way counts as inactive or inconclusive.
SMILES,ELG1 genotox,p53 reactivator,BRCA1 expr act,Eya2 phos inh,TRPV1 agonist,B2AR arrestin,a7 integrin act,S-ASM inh,USP2a inh,TSG101-PTAP inh,uPA surface inh
CCN1C(=O)c2cccc3c(NC(=O)C(C)(C)C)ccc1c23,?,-7%,-17%,0%,1,-0.2%,-11%,-3%,4%,-6%,-8%
COc1ccc2cc(-c3ccsc3)ncc2c1,?,?,-7%,7%,9,-0.5%,11%,3%,1%,nt,8.9µM*
OCCN(Cc1ccccc1)Cc1ncccc1O,nt,nt,-5%,nt,nt,nt,17%,4%,nt,-3%,-1%
COCCCn1[nH]c2c3c(ccc2c1=O)C(=O)c1ccccc1C3=O,-10%,?,-43%,10%,?,-0.3%,-21%,-4%,2%,-1%,-11%
CCC(C)(C(=O)NC1CCCCC1)N(CC1CCCO1)C(=O)c1ccccn1 (stereo unspecified),-1%,17%,2%,-26%,4,0.4%,15%,3%,0%,-3%,3%
Cc1cccc(NC(=O)CSc2nccn2Cc2ccco2)c1,?,7%,?,-1%,6,-0.8%,-19%,0%,-1%,nt,-19%
Cc1ccc(C2N(c3ccccc3)C(=O)N3CCCN23)cc1 (stereo unspecified),0%,-4%,18%,-6%,5,0.0%,?,-3%,3%,-7%,17%
CSc1ccccc1NC(=O)c1ccccn1,7%,5%,4%,-2%,12,-0.2%,-36%,0%,1%,-2%,nt
C/C(=N/NS(=O)(=O)c1ccc(C)c(C)c1)c1c[nH]c2ccccc12,-6%,-9%,-27%,-1%,-3,0.4%,28%,-6%,3%,-3%,-11%
COc1ccc(Oc2nc(-c3ccccn3)ncc2OC)cc1,-11%,-3%,14%,4%,-7,-0.9%,-2%,2%,2%,-5%,-6%
COc1ccccc1Nc1nc2ccc(C)cc2n2cnnc12,-1%,10%,-21%,2%,9,-0.9%,1%,-3%,2%,-2%,-9%
CC1=C(C(=O)NCc2ccccc2)C(c2ccc(C)o2)n2ncnc2N1 (stereo unspecified),0%,3%,4%,2%,2,-0.2%,-26%,8%,1%,-4%,-4%
COc1ccc(-c2cc(C(=O)NCCCN3CCCC3=O)c3ccccc3n2)cc1,-6%,-1%,2%,20%,0,-0.2%,-11%,105%[activator],-2%,-1%,-22%
CN(c1ccc(C(=O)N2CCN(Cc3ccccc3)CC2)cc1)S(=O)(=O)c1ccccc1,-19%,-3%,-27%,-1%,0,-0.4%,-12%,9%,1%,-4%,2%
O=c1ccc2ccccc2n1Cc1cccc(F)c1,4%,18%,2%,5%,4,-0.3%,-11%,2%,5%,-6%,-6%

# 4 of these compounds, set out differently:
Cc1ccc(C2N(c3ccccc3)C(=O)N3CCCN23)cc1 (stereo unspecified)
  ELG1 genotox: 0% | p53 reactivator: -4% | BRCA1 expr act: 18% | Eya2 phos inh: -6% | TRPV1 agonist: 5 | B2AR arrestin: 0.0% | a7 integrin act: ? | S-ASM inh: -3% | USP2a inh: 3% | TSG101-PTAP inh: -7% | uPA surface inh: 17%

COc1ccc(-c2cc(C(=O)NCCCN3CCCC3=O)c3ccccc3n2)cc1
  ELG1 genotox: -6% | p53 reactivator: -1% | BRCA1 expr act: 2% | Eya2 phos inh: 20% | TRPV1 agonist: 0 | B2AR arrestin: -0.2% | a7 integrin act: -11% | S-ASM inh: 105%[activator] | USP2a inh: -2% | TSG101-PTAP inh: -1% | uPA surface inh: -22%

CCC(C)(C(=O)NC1CCCCC1)N(CC1CCCO1)C(=O)c1ccccn1 (stereo unspecified)
  ELG1 genotox: -1% | p53 reactivator: 17% | BRCA1 expr act: 2% | Eya2 phos inh: -26% | TRPV1 agonist: 4 | B2AR arrestin: 0.4% | a7 integrin act: 15% | S-ASM inh: 3% | USP2a inh: 0% | TSG101-PTAP inh: -3% | uPA surface inh: 3%

OCCN(Cc1ccccc1)Cc1ncccc1O
  ELG1 genotox: nt | p53 reactivator: nt | BRCA1 expr act: -5% | Eya2 phos inh: nt | TRPV1 agonist: nt | B2AR arrestin: nt | a7 integrin act: 17% | S-ASM inh: 4% | USP2a inh: nt | TSG101-PTAP inh: -3% | uPA surface inh: -1%

# Additional compounds follow.
SMILES,ELG1 genotox,p53 reactivator,BRCA1 expr act,Eya2 phos inh,TRPV1 agonist,B2AR arrestin,a7 integrin act,S-ASM inh,USP2a inh,TSG101-PTAP inh,uPA surface inh
COc1ccc(NC(=O)Nc2ccccc2F)c([N+](=O)[O-])c1,?,6%,85%,5%,0,-0.8%,-5%,1%,6%,0%,-1%
CC(C)Oc1ccc(C(CC(=O)NCCCN(C)C)c2ccc(F)cc2)cc1 (stereo unspecified),-2%,-3%,7%,2%,2,0.1%,-26%,4%,2%,-5%,-3%
Cc1ccccc1C(=O)Nc1ccnn1C1CCN(CC2CC=CCC2)CC1 (stereo unspecified),2%,15%,-5%,15%,-3,-0.9%,-4%,5%,1%,nt,?
Nc1ccc2c(c1)C(=O)c1ccc(Cl)cc1-2,nt,nt,-41%,nt,nt,nt,8%,-8%,nt,-7%,-1%
Cc1ccnc2ccc(-c3nc4ccccc4o3)cc12,?,26%,?,0%,?,-0.2%,22%,-5%,2%,0%,-6%
CCOc1ccc(S(=O)(=O)N2CCCCC2)cc1NC(=O)CCc1ccc(OC)cc1,0%,-4%,-9%,-5%,2,0.2%,-4%,-1%,2%,0%,-14%
O=C(Nc1ccc2sc3ccccc3c(=O)c2c1)c1ccccc1Cl,?,15%,29%,10%,1,0.4%,-31%,nt,2%,-4%,-7%
O=C(Nc1ccccc1)C1=C[C@@H](c2ccc(Br)cc2)C[C@@H](OCc2ccc(CO)cc2)O1,2%,14%,-20%,7%,3,-0.2%,19%,-27%,-1%,nt,-4%
CCNc1nc(NCC)nc(Oc2ccc(C(=O)OC)cc2)n1,1%,-1%,7%,-8%,0,-0.6%,0%,-1%,-1%,-6%,19%
CCN1C(=O)C(=O)N(CC(=O)Nc2ccccc2OC(F)F)C1=O,nt,nt,1%,10%,-1,0.0%,16%,1%,0%,0%,11%
CCN1CCN(C(=O)c2ccc(COc3ccc(Cl)cc3)o2)CC1,-2%,-6%,18%,8%,16,-0.1%,10%,0%,2%,-4%,-5%
O=C1c2ccccc2C(=O)N1CCSC(=S)N1CCOCC1,?,?,?,1%,-2,0.3%,15%,1%,0%,-6%,3%
O=C(Cn1cnc2ccccc21)N/N=C/c1ccccc1,0%,-2%,1%,-13%,4,-0.2%,7%,1%,13%,1%,4%
C=CCOc1ccc2ccccc2c1/C=N/O,4%,-1%,20%,-22%,13,-0.5%,23%,0%,-1%,-3%,-7%
COc1c(O)ccc(/C=N/NC(=O)c2ccc3c(c2)OCCO3)c1[N+](=O)[O-],?,18%,24%,-4%,0,5.7%,-10%,-1%,0%,-4%,-5%
CC(C)(C)C(=O)CN1C(=O)NC2(CCOc3ccccc32)C1=O (stereo unspecified),14%,-2%,5%,-7%,-5,0.0%,11%,8%,3%,-1%,6%
COc1ccc(/C=C2\Oc3cc(OC(=O)N4CCOCC4)ccc3C2=O)cc1,-8%,1%,23%,6%,14,-0.5%,-24%,299%[activator],-1%,0%,9%
O=S1(=O)C=C(SCCN2CCCCC2)c2ccccc21,0%,?,6%,-6%,0,0.0%,-37%,1%,-2%,-2%,-12%
CCCCOc1ccc(C(=O)NCC(=O)NCC2CCCO2)cc1 (stereo unspecified),2%,5%,-40%,-1%,2,-1.1%,-7%,1%,0%,-5%,-28%
CC(Oc1ccccc1)C(=O)OCC(=O)Nc1sccc1C(N)=O (stereo unspecified),0%,14%,32%,3%,5,-0.3%,-11%,-2%,1%,0%,1%

# Ordered by count of non-hydrogen atoms (largest number first): part of the list above.
SMILES,ELG1 genotox,p53 reactivator,BRCA1 expr act,Eya2 phos inh,TRPV1 agonist,B2AR arrestin,a7 integrin act,S-ASM inh,USP2a inh,TSG101-PTAP inh,uPA surface inh
COc1ccc(/C=C2\Oc3cc(OC(=O)N4CCOCC4)ccc3C2=O)cc1,-8%,1%,23%,6%,14,-0.5%,-24%,299%[activator],-1%,0%,9%
CC(Oc1ccccc1)C(=O)OCC(=O)Nc1sccc1C(N)=O (stereo unspecified),0%,14%,32%,3%,5,-0.3%,-11%,-2%,1%,0%,1%
CC(C)(C)C(=O)CN1C(=O)NC2(CCOc3ccccc32)C1=O (stereo unspecified),14%,-2%,5%,-7%,-5,0.0%,11%,8%,3%,-1%,6%
